WRN helicase inh: blocks human WRN helicase; Potency, µM (series often up to 114 µM), inactives show top-dose activity change, negative = inhibition, usual class: inhibitors; 360,000 compounds, 0.46% hits; WRN helicase unwinding, fluorescent forked duplex, kinetic; Q14191; note: potency is the fitted concentration of half-maximal effect; % is set by controls: 0 for no effect and ±100 for the full control effect; nearly all actives have a fitted effect of over 55% in size
Target sequence (Q14191 whole entry, looked up): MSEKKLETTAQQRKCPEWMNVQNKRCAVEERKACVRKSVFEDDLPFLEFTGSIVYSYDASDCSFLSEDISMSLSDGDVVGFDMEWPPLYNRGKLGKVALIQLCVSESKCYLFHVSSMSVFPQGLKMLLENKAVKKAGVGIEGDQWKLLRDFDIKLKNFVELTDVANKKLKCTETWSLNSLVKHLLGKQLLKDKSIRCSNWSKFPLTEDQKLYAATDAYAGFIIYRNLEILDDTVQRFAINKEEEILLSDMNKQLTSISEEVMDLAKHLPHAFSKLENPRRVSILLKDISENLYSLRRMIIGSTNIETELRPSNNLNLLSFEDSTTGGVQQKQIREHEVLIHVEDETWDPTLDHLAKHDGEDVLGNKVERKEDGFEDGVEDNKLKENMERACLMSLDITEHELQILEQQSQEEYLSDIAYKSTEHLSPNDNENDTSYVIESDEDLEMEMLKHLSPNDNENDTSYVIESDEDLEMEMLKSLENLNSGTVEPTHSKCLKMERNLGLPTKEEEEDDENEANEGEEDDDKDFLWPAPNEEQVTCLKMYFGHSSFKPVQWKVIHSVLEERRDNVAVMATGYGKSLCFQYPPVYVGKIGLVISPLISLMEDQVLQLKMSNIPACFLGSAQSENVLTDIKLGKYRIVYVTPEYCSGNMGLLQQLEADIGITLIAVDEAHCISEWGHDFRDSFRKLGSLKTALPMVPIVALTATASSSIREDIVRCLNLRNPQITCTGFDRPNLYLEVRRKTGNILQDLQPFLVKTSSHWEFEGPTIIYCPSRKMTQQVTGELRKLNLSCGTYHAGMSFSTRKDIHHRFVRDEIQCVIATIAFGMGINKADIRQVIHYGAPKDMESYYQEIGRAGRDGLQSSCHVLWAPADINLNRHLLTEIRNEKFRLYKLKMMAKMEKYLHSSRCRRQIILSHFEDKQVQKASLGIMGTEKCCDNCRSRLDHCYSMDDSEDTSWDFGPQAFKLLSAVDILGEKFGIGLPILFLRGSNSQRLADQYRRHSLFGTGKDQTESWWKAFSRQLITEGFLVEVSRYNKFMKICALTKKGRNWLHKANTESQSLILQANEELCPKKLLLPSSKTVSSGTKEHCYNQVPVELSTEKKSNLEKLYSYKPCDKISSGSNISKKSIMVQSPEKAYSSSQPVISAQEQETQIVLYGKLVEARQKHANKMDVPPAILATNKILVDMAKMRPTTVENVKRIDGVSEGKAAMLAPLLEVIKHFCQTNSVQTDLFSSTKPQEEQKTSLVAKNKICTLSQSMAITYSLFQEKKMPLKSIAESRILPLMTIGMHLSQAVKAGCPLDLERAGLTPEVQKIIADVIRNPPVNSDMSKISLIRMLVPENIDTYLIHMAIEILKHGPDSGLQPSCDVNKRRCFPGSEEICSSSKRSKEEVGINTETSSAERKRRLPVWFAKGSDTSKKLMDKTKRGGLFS
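WRN at 20 nM final preincubated with compound 15 min at room temperature; reaction started with 100 nM fluorophore/quencher forked duplex oligonucleotide and 2 mM ATP final. Unwinding followed kinetically by red fluorescence (ex 525, em 598 nm).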
HT1080 IDH1KD tx: kills HT-1080 cells with IDH1 knockdown; 360,000 compounds, 2% hits; HT-1080 IDH1 knockdown viability, ATP luminescence, 48 h; Potency, µM (doses to about 46.1 µM), for the others: at the highest dose activity, negative = toxicity, actives largely listed as cytotoxic;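 note: potency is the fitted concentration of half-maximal effect; 0% = DMSO wells and -100% = cell-free medium wells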
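After a 2 h attachment period, IDH1KD HT-1080 cells took pin-transferred compound for 48 h at 37 °C; ATP-based luminescence after 10 min room-temperature reagent incubation reported viability.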
SW480 rerep: induces DNA re-replication in SW480 colon adenocarcinoma cells; 340,000 compounds, 1.8% hits; Potency, µM (titrated, usually from 46.1 µM), without a hit: at the top dose re-replication activation, usual class: activators; AID 624297; SW480 DNA re-replication, Hoechst DNA content imaging, 48 h; note: potency is the fitted concentration of half-maximal effect; % of control where 0% means no effect; nearly all actives have a fitted effect of over 55% in size
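Hoechst fluorescence of nuclei (405 nm excitation, 500-530 nm emission) measured by plate-scanning imager after 48 hr compound exposure at 37 C; re-replication scored as increased number of nuclei with elevated intensity.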
KB-V1 cytotox: KB-V1 MDR subline cytotoxicity; KB-V1 MDR cells viability, CellTiter-Glo, 72 h; Potency, µM (doses to about 46.1 µM), for inactives: at the top dose activity change, negative = cytotoxicity, most hits filed as cytotoxic; 400,000 compounds, 3.4% hits; note: potency is the fitted concentration of half-maximal effect; % is set by controls: 0 for no effect and ±100 for the full control effect; nearly all actives have a fitted effect of over 60% in size
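qHTS viability screen in drug-selected KB-V1 MDR cells: 72 h compound treatment at 37 degrees C, ATP luminescence end point.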
MCF10A rereplic: induces DNA re-replication in MCF 10a normal breast cells. Potency, µM (doses to about 46.1 µM), for the others: top-dose activity, positive = re-replication, actives largely listed as activators. 350,000 compounds, 2.9% hits. MCF 10A DNA re-replication, Hoechst nuclear intensity, 48 h; note: potency is the fitted concentration of half-maximal effect; % of control where 0% means no effect; nearly all actives have a fitted effect of over 50% in size
ATXN2 expr inh: inhibitors of ATXN2 expression; HEK-293 ATXN2-luciferase reporter, luminescence, 24 h; AID 1745845; 360,000 compounds, 0.72% hits; Potency, µM (titrated, usually from 57 µM), for inactives: at the top dose activity change, negative = inhibition, actives largely listed as inhibitors; note: potency is the fitted concentration of half-maximal effect; % is set by controls: 0 for no effect and ±100 for the full control effect; nearly all actives have a fitted effect of over 55% in size
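ATXN2-luciferase reporter cells (luciferase flanked by upstream and downstream ATXN2 gene portions) were treated 24 h at 37 °C with compounds at up to 57 uM. SteadyGlo luminescence gave expression; GF-AFC fluorescence gave viability.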
HT1080NT lethal: kills 2HG-producing HT-1080-NT fibrosarcoma cells; Potency, µM (titrated, usually from 46.1 µM), inactives show top-dose activity, negative = less viability, usual class: cytotoxic; HT-1080-NT fibrosarcoma viability, CellTiter-Glo ATP luminescence, 48 h; 360,000 compounds, 1.6% hits;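 note: NT is the 2HG producing partner of a matched IDH1 knockdown line; potency is the fitted concentration of half-maximal effect; 0% = DMSO-treated cells and -100% = media-only wells without cells; nearly all actives have a fitted effect of over 55% in size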
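Read-out is CellTiter-Glo luminescence after 10 minutes at room temperature, following 48 hours' compound treatment of HT-1080-NT cells (750 cells/well, RPMI, 5% FBS, 37 degrees C).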
KB-3-1 cytotox: KB-3-1 parental cell cytotoxicity; KB-3-1 viability, CellTiter-Glo ATP luminescence, 72 h; Potency, µM (doses to about 46.1 µM), for the others: at the highest dose activity change, negative = cytotoxic, usual class: cytotoxic; 400,000 compounds, 1.4% hits; AID 1347075; note: potency is the fitted concentration of half-maximal effect; % is set by controls: 0 for no effect and ±100 for the full control effect; nearly all actives have a fitted effect of over 60% in size
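Using CellTiter-Glo luminescence, growth of non-resistant KB-3-1 adenocarcinoma cells is assessed 72 h after pin-tool compound addition at 37 °C. Normalized responses across the concentration series yield fitted curves.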
IL-1B inflam inh: inflammasome signaling inhibition, IL-1 beta readout. AID 743279. activity change, % at 57.5 µM. THP-1 LPS/ATP IL-1B secretion, AlphaLISA, 16 h; hits give low values. 360,000 compounds, 4.7% hits; in the data active = activity change below about -50%; inconclusive = mostly about -30% to -49%; note: % is set by controls: 0 for no effect and ±100 for the full control effect
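THP-1 cells pretreated 1 hr with compounds (up to 57.5 uM final), then stimulated with LPS (250 ng/mL final) plus ATP (1.25 mM final); secreted IL-1B measured by AlphaLISA after 16 hr, decreased signal indicating inhibition.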
* = called active by the depositor; ? = inconclusive; / = no result given; [ ] = another dose, or the depositor's remark. Unless noted, calls come from the whole dose curve; as a rule, active = well fitted curve in the direction sought with a large enough effect; inconclusive = small, poorly fitted or top-dose-only effect, or another doubt; inactive = no such curve, though single readings can be large; an effect the other way counts as inactive or inconclusive. An unsorted share of the library, and some 12% of all compounds hit somewhere here.

[1] COc1ccccc1NC(=O)N(CCN1CCOCC1)Cc1cc2cc(C)cc(C)c2[nH]c1=O
[2] O=C(CSc1ncn(-c2ccccc2)n1)c1cccs1
[3] CSCc1cc(N2CCOCC2)nc(-c2ccccc2)n1
[4] C=CCSc1nnc(-c2nnc(SCC=C)n2-c2ccccc2)n1-c1ccccc1
[5] O=C1c2ccccc2C(=O)N1CC1c2ccccc2CCN1C(=O)CN1CCOCC1 (stereo not given)
[6] CCOC(=O)C1=C(C)Nc2sc(C(=O)c3ccc(C)cc3)c(N)c2C1c1ccc(C(=O)OC)cc1 (stereo not given)
[7] Cc1cccc2nc(CSc3nnc(N)s3)cn12
[8] COc1ccc(NC(=O)N(C)[C@H]2C[C@H]3c4[nH]c5ccccc5c4CCN3C[C@H]2[C@H](C)O)cc1
compound no.	1	2	3	4	5	6	7	8
WRN helicase inh	-28%	1%	-4%	2%	-12%[57.1 µM]	-6%	-10%	1%
HT1080 IDH1KD tx	-11%	15%	-14%	11%	?	-17%	2%	?
SW480 rerep	4%	-13%	-49%[inhibitor]	-2%[9.22 µM]	4%	18µM*	-5%	/
KB-V1 cytotox	-15%	-11%	-20%	-5%	-8%	-8%	-3%	8%
MCF10A rereplic	13%	4%	7%	-8%	0%	3.7µM*	19%	/
ATXN2 expr inh	-32%	45%[activator]	-11%	-5%	13%	-6%	20%	-16%
HT1080NT lethal	-4%	12%	-9%	9%	-4%	1%	8%	?
KB-3-1 cytotox	6%	0%	-1%	-7%	0%	-20%	8%	3%
IL-1B inflam inh	-28	-52*	-22	-16	7	-29	-14	-25

An excerpt of these results, with values under each structure.
The line under a structure holds: WRN helicase inh	HT1080 IDH1KD tx	SW480 rerep	KB-V1 cytotox	MCF10A rereplic	ATXN2 expr inh	HT1080NT lethal	KB-3-1 cytotox	IL-1B inflam inh
5) O=C1c2ccccc2C(=O)N1CC1c2ccccc2CCN1C(=O)CN1CCOCC1 (stereo not given)
    -12%[57.1 µM]	?	4%	-8%	0%	13%	-4%	0%	7
6) CCOC(=O)C1=C(C)Nc2sc(C(=O)c3ccc(C)cc3)c(N)c2C1c1ccc(C(=O)OC)cc1 (stereo not given)
    -6%	-17%	18µM*	-8%	3.7µM*	-6%	1%	-20%	-29
7) Cc1cccc2nc(CSc3nnc(N)s3)cn12
    -10%	2%	-5%	-3%	19%	20%	8%	8%	-14

The listing continues:
[9] CN(C)CCCn1c(NC(=O)C2CCCCC2)nc2ccccc21
[10] Nc1ccc(N)c(C(=O)O)c1
[11] COCCCNC(=O)CNC(=S)N(Cc1ccccc1F)C1CCCCC1
[12] CCc1noc(C)c1C(=O)N1CCCSC1=Nc1ccccc1OC
[13] O=C(Nc1ccc(O)cc1C(=O)O)c1cccs1
[14] Cc1ccccc1Cc1c(C)nc2c(C(=O)NCc3ccc4c(c3)OCO4)cnn2c1C
[15] CN1CCCN(S(=O)(=O)c2ccccc2)CC1
[16] c1ccc2cc(OCCN3CCCC3)ccc2c1
compound no.	9	10	11	12	13	14	15	16
WRN helicase inh	-1%[57.1 µM]	32µM*	12%	-2%	-19%	-9%	-6%	-7%[57.1 µM]
HT1080 IDH1KD tx	15%[9.24 µM]	-15%	7%	1%	10%	2%	0%	5%[9.24 µM]
SW480 rerep	8%	-6%	-6%	-3%	18%	12%	0%	-7%
KB-V1 cytotox	-1%	11%	-15%	-17%	2%	18µM*	3%	-3%
MCF10A rereplic	4%	-2%	-18%	-1%	-7%	-4%	-2%	?
ATXN2 expr inh	6%	/	-4%	-9%	14%	-17%	7%	-15%
HT1080NT lethal	1%	-1%	-6%	0%	-1%	-11%	-3%	3%
KB-3-1 cytotox	3%	-16%	-5%	0%	-2%	-2%	8%	-2%
IL-1B inflam inh	-4	5	6	5	-8	0	15	-17

[17] CCOc1ccc(Cn2c3ccc(OC)cc3c3nc4ccccc4nc32)cc1
[18] COc1ccccc1N(C(=O)c1snc(C(N)=O)c1N)C(C(=O)NC1CCCCC1)c1cccc(OC)c1OC (stereo not given)
[19] CC(=O)c1cc(CN2CCN(CCC(C)C)C(CCO)C2)cs1 (stereo not given)
[20] COc1ccc(NC(=O)CSc2nc(N)c3cc4c(nc3n2)CC(C)(C)OC4)cc1
[21] CCCC(=O)Nc1nnc(CCN2CCCCC2)s1
[22] CC(C)C[C@H](NC(=O)N1CC(=O)Nc2ccccc21)C(=O)N[C@@H](Cc1ccccc1)C(=O)O
[23] CCN(CC)C(=O)c1cc2c(=O)c3cc(Cl)ccc3oc2nc1C
[24] O=C(CSc1ccc2nnc(-c3ccccn3)n2n1)NCc1ccco1
compound no.	17	18	19	20	21	22	23	24
WRN helicase inh	-18%	-9%	11%	-1%	-2%	9%	7%	-9%
HT1080 IDH1KD tx	0%	-9%	5%	-4%	2%	6%	9%	-2%
SW480 rerep	-4%	?	-4%	17%	-15%	-62%	-4%	?
KB-V1 cytotox	-3%	-7%	-11%	0%	-10%	-4%	-8%	3%
MCF10A rereplic	5.8µM*	?	3%	-6%	7%	2%	11%	0%
ATXN2 expr inh	-12%	-1%	-3%	-6%	-9%	-6%	-31%	0%
HT1080NT lethal	11%	-20%	2%	-8%	-4%	-4%	9%	-1%
KB-3-1 cytotox	?	2%	-1%	0%	1%	0%	5%	-5%
IL-1B inflam inh	13	0	7	-25	10	3	0	-10

[25] CSCC[C@H](NS(=O)(=O)c1ccc(C)cc1)C(=O)N1CCC(C(=O)N[C@@H](Cc2ccccc2)C(=O)O)CC1
[26] CC(=O)Nc1cccc(C(=O)OCC(=O)c2ccc3c(c2)OCO3)c1
[27] COc1cccc(OCCNC(=O)c2cccc(OC)c2)c1
[28] O=c1c2cc(N3CCOCC3)ccc2[nH]c(=S)n1CCCN1CCCCC1
[29] O=C(CCNC(=O)c1ccc(Br)cc1)NNC(=O)c1ccccc1O
[30] COc1cc2c(C(=O)NC3CCCCCC3)cn(C)c(=O)c2cc1OC
[31] CCN(CC(=O)Nc1cc(Cl)ccc1C)C(=O)COc1cccc2c1OC(C)(C)C2
[32] CC(c1ccccc1)C1CC(=O)N(c2ccc([N+](=O)[O-])cc2)C1=O (stereo not given)
compound no.	25	26	27	28	29	30	31	32
WRN helicase inh	9%	-16%	7%	8%	-31%	-15%	-30%	4%
HT1080 IDH1KD tx	-1%	-8%	13%	11%	?	3%	-12%	9%
SW480 rerep	-44%[inhibitor]	-2%	2%	-5%	?	-2%	0%	-5%
KB-V1 cytotox	-16%	-16%	-13%	-29%	-18%	-8%	/	-2%
MCF10A rereplic	2%	2%	0%	0%	?	-1%	7%	0%
ATXN2 expr inh	-1%	5%	10%	6%	-7%	-7%	-5%	/
HT1080NT lethal	-2%	-1%	7%	3%	-15%	3%	-4%	1%
KB-3-1 cytotox	0%	42%	0%	2%	0%	5%	/	4%
IL-1B inflam inh	4	-15	-9	-16	48	20	-16	14

[33] Cc1cccc(OCC(O)CNC(=O)c2ccccc2C(=O)O)c1 (stereo not given)
[34] Cc1ccn2c(C(=O)CSc3ccc(Cl)cc3)c(C)nc2c1
[35] CCOc1ccc(S(=O)(=O)NCCC(=O)NCC(c2cccs2)N(C)C)cc1 (stereo not given)
[36] CCCCN1CNC(=S)N(c2ccc(C(=O)OCC)cc2)C1
[37] NC(=O)CC(NC(=O)c1ccc(Br)cc1)c1ccc(N2CCN(c3ccc(F)cc3)CC2)c([N+](=O)[O-])c1 (stereo not given)
[38] O=c1[nH]c(=S)[nH]c2c1C(c1ccc(F)cc1)OC(CCc1ccccc1)C2 (stereo not given)
[39] COC(=O)c1oc2ccc(Br)cc2c1NC(=O)CN1CCN(C)CC1
[40] CCn1c(=O)c(C(=O)NC(C)c2ccccc2)c(O)c2ccccc21 (stereo not given)
compound no.	33	34	35	36	37	38	39	40
WRN helicase inh	-17%	-2%	-7%	8%	-2%	2%	-5%	-1%
HT1080 IDH1KD tx	23%	-3%	0%	8%	-9%	12%	-3%	6%
SW480 rerep	2%	-3%	3%	-8%	2%	/	-3%	19%
KB-V1 cytotox	7%	-25%	0%	?	3%	?	9%	-25%
MCF10A rereplic	-2%	?	2%	-6%	?	/	-9%	0%
ATXN2 expr inh	5%	-4%	5%	-21%	0%	-25%	-9%	/
HT1080NT lethal	26%	-2%	-7%	10%	-12%	16%	0%	0%
KB-3-1 cytotox	1%	-8%	10%	15%	0%	13%	-6%	?
IL-1B inflam inh	-4	14	-1	-1	-10	2	-53*	8

[41] CCCNC(=S)N1CCN(c2nc(-c3cccc(OC)c3)cs2)CC1
[42] Cc1ccc(OCC(=O)N/N=C/c2cccnc2)cc1C
[43] CC(C)(C)c1ccc(C(=O)Nn2c(CCC(=O)O)ccc2-c2cccs2)cc1
[44] COc1ccc(-c2csc(NC(=O)CCNC(=O)c3ccco3)n2)cc1
[45] COc1ccc(/C=C2\SC(=S)N(CC(=O)NC3C=CS(=O)(=O)C3)C2=O)cc1 (stereo not given)
[46] COC(=O)N1CCCc2cc(C)ccc21
[47] Cc1c[n+](CC(=O)c2ccccc2)c(C)cn1
compound no.	41	42	43	44	45	46	47
WRN helicase inh	-2%	-3%	?	26%	-1%	-15%	-1%
HT1080 IDH1KD tx	-1%	9%	-4%	-1%	0%	-7%	15%
SW480 rerep	-2%	0%	19%	/	?	-39%[inhibitor]	-5%
KB-V1 cytotox	?	-4%	0%	15%	14%	?	?
MCF10A rereplic	18%	0%	?	/	1%	-6%	1%
ATXN2 expr inh	-25%	-6%	1%	/	2%	5%	8%
HT1080NT lethal	-21%	9%	-2%	1%	0%	2%	6%
KB-3-1 cytotox	6%	-1%	?	-1%	-11%	-2%	5%
IL-1B inflam inh	-59*	-13	24	14	-22	0	10

Assay outcomes as filed in PubChem BioAssay.
